GalR3 antag = human GalR3 antagonism; O60755; HEK293 GalR3-CNG cAMP membrane potential fluorescence; galR3 body fused to GalR1 C-terminus; inhibition, % at 3 µM; actives 0.44% (n = 360,000); AID 651719;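 active = inhibition above the screen-wide average plus 3 SD, cut at about 13% in these data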;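 note: forskolin and galanin both at EC90 stimulate the cells; cAMP rise reported by CNG channel membrane potential dye signal; 0% = forskolin plus galanin with DMSO and 100% = forskolin alone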
p-CIP stab down = compounds decreasing mouse p/CIP protein stability; decrease of EGFP signal, % at 10 µM; F442A p/CIP-EGFP cells, EGFP fluorescence, 16 h; Q05BA5; actives 0.01% (n = 290,000);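 active = EGFP signal decrease of at least 30% at 10 µM or well 3 SD below plate mean, unless failing retest; inactive = the rest, including hits failing retest or dose response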; note: some compounds called inactive have numbers as strong as hits; many of its hits are not listed in these tables
IDE inh = cellular human IDE inhibition. inhibition, % at 5.59 µM. actives 0.41% (n = 320,000). P14735. HEK cells, FAbetaB cleavage, fluorescence polarization;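 active = percent inhibition above the average of all tested compounds plus 3 SD, set per screening campaign, cut at about 16% in these data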;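 note: IDE supplied by intact live HEK cells; FP after avidin binding of uncleaved biotin substrate so inhibition keeps polarization high; 0% = DMSO wells and 100% = 60 µM reference IDE inhibitor Ii1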
Target sequence (P14735 whole entry, looked up): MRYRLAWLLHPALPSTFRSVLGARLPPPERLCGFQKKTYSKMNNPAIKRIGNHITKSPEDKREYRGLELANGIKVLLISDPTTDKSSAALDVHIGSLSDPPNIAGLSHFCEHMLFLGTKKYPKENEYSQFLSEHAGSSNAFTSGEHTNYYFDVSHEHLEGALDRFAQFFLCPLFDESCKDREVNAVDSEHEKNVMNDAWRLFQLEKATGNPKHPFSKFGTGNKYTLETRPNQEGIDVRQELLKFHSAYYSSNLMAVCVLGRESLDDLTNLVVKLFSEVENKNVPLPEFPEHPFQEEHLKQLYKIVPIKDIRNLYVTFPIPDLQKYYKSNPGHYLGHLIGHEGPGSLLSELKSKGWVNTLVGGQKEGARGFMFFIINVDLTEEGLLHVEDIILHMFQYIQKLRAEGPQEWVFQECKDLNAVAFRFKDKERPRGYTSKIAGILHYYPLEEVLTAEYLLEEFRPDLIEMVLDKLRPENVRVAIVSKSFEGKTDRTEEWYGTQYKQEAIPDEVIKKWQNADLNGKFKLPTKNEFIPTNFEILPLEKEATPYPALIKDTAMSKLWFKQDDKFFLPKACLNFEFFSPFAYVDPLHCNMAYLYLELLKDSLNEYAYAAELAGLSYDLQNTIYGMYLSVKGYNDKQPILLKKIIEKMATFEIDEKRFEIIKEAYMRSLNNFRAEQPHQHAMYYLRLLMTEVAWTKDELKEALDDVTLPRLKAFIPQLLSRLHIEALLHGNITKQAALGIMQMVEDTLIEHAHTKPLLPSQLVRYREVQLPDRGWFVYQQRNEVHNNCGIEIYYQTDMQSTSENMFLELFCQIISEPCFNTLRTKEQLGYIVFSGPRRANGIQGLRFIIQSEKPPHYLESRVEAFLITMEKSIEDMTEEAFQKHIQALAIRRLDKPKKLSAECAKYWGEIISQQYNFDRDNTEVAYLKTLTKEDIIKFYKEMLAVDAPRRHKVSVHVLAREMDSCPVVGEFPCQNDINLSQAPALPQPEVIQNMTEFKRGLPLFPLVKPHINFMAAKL
SUMO HTRF inh = SUMOylation inhibition. P63279. HTRF SUMOylation assay, SAE1/SAE2 + UBC9, in vitro. inhibition, % at 35 µM. actives 0.36% (n = 290,000); in the data active = inhibition above about 50%, passing the limit was not always enough; note: strong numbers were not always called active
CRFR2-BP antag = antagonists of CRF-binding protein/CRF-R2 receptor complex; HEK293 CRF-R2/CRF-BP, CRF-induced calcium fluorescence; inhibition, % at 11.8 µM; actives 0.59% (n = 350,000);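 active = inhibition of the ligand-induced calcium signal above about 50% at the single tested concentration, limit read from the data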
IMP-1 inh = inhibitors of Pseudomonas aeruginosa IMP-1 metallo-beta-lactamase | AID 1556 | inhibition, % at 5.6 µM | actives 0.45% (n = 290,000) | purified IMP-1, nitrocefin hydrolysis, epi-absorbance fluorescence;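 active = inhibition above the mean plus 3 SD of all compounds in the same screening run, cut at about 4.5% in these data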;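 note: 0% = IMP-1 with DMSO and 100% = DMSO wells lacking enzyme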
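Material – recombinant IMP-1 enzyme, purified · Amount – IMP-1 0.2 nM before substrate addition · Medium – HEPES buffer pH 7.1 with ZnSO4 and Brij 35 · Timing – 25 °C, 15 min preincubation, 25 min reaction · Measured by – plate fluorescence quenching by hydrolysis product, ex 480/em 530 nm · Read-out – percent enzyme inhibition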
NS3 helicase inh = HCV NS3 helicase inhibition; NS3 helicase DNA unwinding, Cy5 molecular beacon fluorescence; inhibition, % at 10.9 µM; actives 0.56% (n = 290,000); AID 1800;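 active = inhibition above the mean of all tested compounds plus 3 SD, set per campaign, cut at about 35% in these data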;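 note: 0% = DMSO wells and 100% = thioflavine S control wells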
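Measured by: Cy5 fluorescence, 0 and 60 min reads / Assay system: NS3 helicase fragment of HCV / Control set: low DMSO, high thioflavine S at 110 µM / Times: 1 h reaction at 25 °C, ATP-initiated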
VIM-2 inhibitor = inhibitors of Pseudomonas aeruginosa VIM-2 metallo-beta-lactamase. purified VIM-2, nitrocefin hydrolysis, epi-absorbance fluorescence. inhibition, % at 5.6 µM. actives 0.89% (n = 290,000). AID 1527;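 active = inhibition above the mean of all tested compounds plus 3 SD, cutoff set per screening run, cut at about 7.5% in these data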;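 note: red hydrolysis product quenches plate fluorescence so inhibitors raise well fluorescence; 0% = enzyme with DMSO and 100% = DMSO without enzyme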
IDE cell activ = activators of human insulin-degrading enzyme in cells; P14735; activation, % at 5.96 µM; actives 0.073% (n = 340,000); HEK cells, FAbeta-B cleavage, fluorescence polarization; 0% vehicle, 100% cell-free pure enzyme wells;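 active = activation above the mean of all tested compounds plus 3 SD, set per screening campaign, cut at about 17% in these data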
* hit, by the source's call; · = no result given.

Order of values: CRFR2-BP antag	p-CIP stab down	IMP-1 inh	GalR3 antag	IDE cell activ	SUMO HTRF inh	VIM-2 inhibitor	NS3 helicase inh	IDE inh
COc1ccccc1OCc1nnc(SCC(=O)Nc2ccc(C)cc2)n1C
→ -4.3	-2.5	-0.9	-0.2	0.4	13.1	-1.8	-8.2	5.9
CC(C)C(=O)Nc1ccc2c3c(cccc13)CC2
→ 9.4	-0.4	-3.6	-3.6	-3.7	1.3	-0.6	5.5	-1.0
Cc1ccc2nc3c(cc(C#N)c(=O)n3CC3CCCO3)c(=O)n2c1 (centres undefined)
→ ·	-16.6	-3.4	·	·	43.2	-5.5	4.1	·
CCOC(=O)CSC1=NC(=O)/C(=C/c2ccc(OC)cc2)S1
→ 8.5	10.0	0.2	·	-2.9	-1.1	1.5	15.3	2.9
c1ccc(-c2nc3ccccn3c2NCc2ccc3c(c2)OCO3)cc1
→ -17.7	1.9	0.3	-4.8	-5.0	26.0	-0.4	-0.5	-0.5
CCn1c2ccccc2c2cc(NC(=O)CSc3nnc(-c4ccccc4OC)n3N)ccc21
→ 10.0	-3.9	-1.9	-4.3	-4.4	-35.8	-3.2	-24.3	0.3
COc1ccc(CN2CCC(C(=O)Nc3ccc(Oc4ccccc4)nc3)CC2)cc1F
→ -7.7	-7.3	-2.9	62.4*	2.5	10.5	-1.2	-24.0	6.3
CC1(C)CC2CC(C)(CN2C(=O)COC(=O)c2cncc(Br)c2)C1 (centres undefined)
→ 0.3	·	·	-2.9	-1.8	·	·	·	-1.4
Cc1cccc(/C=C/c2onc(C)c2S(=O)(=O)N2CCC(C(=O)N3CCC(C)CC3)CC2)c1
→ -4.9	-2.2	0.1	2.0	4.0	·	0.1	-6.0	5.9
CCc1ccc(-c2nc(CN3CCC(C(=O)NCc4ccco4)CC3)c(C)o2)cc1
→ -18.2	-6.3	-0.5	-3.2	·	-5.1	-2.3	-16.4	0.3
CC1(C)C(C#N)=C(N)Oc2c1c(=O)oc1ccccc21
→ 4.0	-4.0	4.9*	-7.3	0.6	-31.1	1.4	4.6	4.3
COc1ccccc1COc1ccc2c(C)c(CC(=O)O)c(=O)oc2c1C
→ -11.4	3.3	0.0	0.1	-0.9	2.9	-2.6	48.4*	2.5
CCc1c(C)nc2cc(-c3cc(OC)cc(OC)c3)nn2c1N1CCN(CCN2CCOCC2)CC1
→ 6.4	4.4	-5.2	-1.6	3.0	22.9	-0.8	-8.8	6.0
COc1ccc(Cc2c(Cl)ncnc2Cl)cc1
→ 40.5	-9.8	-3.1	2.5	3.7	6.5	-1.1	-12.1	-4.0
O=C(Nc1cccc(S(=O)(=O)C(F)F)c1)c1ccc(Cl)c(S(=O)(=O)N2CCOCC2)c1
→ -5.2	-1.2	-1.7	-1.1	1.1	-0.6	-0.2	-2.4	2.9

Order of values: CRFR2-BP antag	p-CIP stab down	IMP-1 inh	GalR3 antag	IDE cell activ	SUMO HTRF inh	VIM-2 inhibitor	NS3 helicase inh	IDE inh
Cc1ccc(C2=NN(C(=O)CCl)C(c3ccco3)C2)o1 (centres undefined)
→ -5.2	-4.5	2.2	-9.7	-1.2	-2.6	-1.3	7.3	·
O=C(CN1CCN(S(=O)(=O)c2cccc(F)c2)CC1)Nc1ccnn1C1CCCC1
→ 0.9	·	·	-2.4	8.4	·	·	·	-1.6
CCCCN(Cc1cc2cc(OC)ccc2[nH]c1=O)C(=O)COc1ccccc1
→ -3.7	·	-1.9	-2.2	3.8	·	-1.1	1.3	0.2
CC(=O)c1ccc(NC(=O)CSc2nnc(NC(=O)c3ccco3)s2)cc1
→ -3.6	8.0	-3.4	·	0.6	12.6	0.2	-2.1	-0.3
CCOC(=O)c1nnc(-c2ccccc2)nc1NCc1ccccc1
→ 0.5	-0.4	-1.5	0.1	2.5	-24.3	-2.3	0.4	5.4
CC(CN1CCCC1)C(=O)NN (centres undefined)
→ 1.3	-14.4	-3.3	-0.8	-1.6	-3.4	-5.4	18.4	3.7
Cc1ccc(CC(=O)Nc2ccccc2N2CCOCC2)cc1C
→ 1.8	-1.3	6.3*	4.4	1.0	7.3	-5.8	7.5	-4.6
Cc1ccc(NC(=O)NCCN2CCCCC2)cc1Cl
→ -15.3	4.5	-2.3	-11.7	3.2	-1.3	0.1	0.6	0.4
Cc1cc(C)n(CCC(=O)Nc2ccc(-c3ccno3)cc2)n1
→ 3.2	0.1	-1.6	1.4	1.9	-1.7	1.8	10.4	4.4
O=C1NC(=S)S/C1=C/c1ccc(OC(=O)c2ccco2)cc1
→ 44.6	-0.3	0.6	-6.0	-1.1	-7.7	-2.3	21.4	6.0
COc1ccc(-c2oc(NC(=O)CSc3ncn[nH]3)c(C#N)c2-c2ccc(OC)cc2)cc1
→ 18.7	-9.8	-2.9	·	-10.4	-27.6	-4.9	-20.9	2.5
COc1cc(CNC(=O)c2ccc3oc(C(C)C)nc3c2)cc(OC)c1
→ 16.0	3.2	0.3	-1.6	5.2	-7.1	1.5	-6.6	3.2
COc1ccc(NC(=O)COc2ccc(C(=O)c3ccc(F)cc3)cc2)cc1S(N)(=O)=O
→ 2.5	-10.2	-3.0	-9.0	-5.4	-8.6	-2.7	2.2	0.4
Cc1cccc(C(=O)OCC(=O)N2CC(C)CC(C)C2)c1C (centres undefined)
→ 4.7	·	·	2.2	-2.2	·	·	·	8.0
CCN(CC)CCn1c2c(c(SCC(=O)Nc3nc4ccc(C)cc4s3)nc1=O)CCC2
→ -7.0	·	·	-0.4	2.3	·	·	·	1.7

Order of values: CRFR2-BP antag	p-CIP stab down	IMP-1 inh	GalR3 antag	IDE cell activ	SUMO HTRF inh	VIM-2 inhibitor	NS3 helicase inh	IDE inh
COc1ccc(C(CNC(=O)c2ccco2)N2CCOCC2)cc1 (centres undefined)
→ 2.8	·	·	-4.1	-1.2	·	·	·	-6.8
COC(=O)c1cc(OC)c(OC)cc1NC(=O)CSCc1c(C)noc1C
→ 3.3	·	·	-2.8	-1.1	·	·	·	0.1
COc1ccc([N+](=O)[O-])cc1NC(=O)COC(=O)Cn1cnc2ccccc2c1=O
→ -0.2	·	·	-5.4	1.4	·	·	·	-4.7
COCCN(C(=O)c1csnn1)C(C(=O)NC1CCCCC1)c1ccccc1 (centres undefined)
→ 4.8	2.2	-2.2	-8.2	2.7	4.4	-2.0	4.2	-3.6
COc1cccc(/C=N/NC(=O)CCc2c(C)n[nH]c2C)c1
→ 20.1	-0.4	-4.5	-2.4	3.2	-8.0	-4.0	5.4	2.2
O=C(c1ccccc1)c1cnc2ccc(Cl)cc2c1N1CCOCC1
→ 3.6	7.3	-3.1	2.4	2.2	6.1	-2.3	-15.1	4.5
Cc1ccc(C(=O)Nc2ccccc2)cc1S(=O)(=O)Nc1ccc(Cl)cn1
→ -8.0	5.2	-2.6	-1.7	4.8	-3.8	-3.6	13.6	-0.3
Cc1ccc(NC(=O)c2ccc([N+](=O)[O-])cc2)cc1S(=O)(=O)N(C)C
→ 22.2	12.4	-3.8	-1.7	4.4	9.3	-1.8	0.5	1.8
Cc1ccc(-n2ncc(C(=O)N3CCN(C(=O)c4ccco4)CC3)c2-n2cccc2)cc1
→ 19.8	3.7	-1.2	1.2	4.9	0.6	0.8	1.1	7.9
CCN1CCN(C(=O)C2CCN(S(=O)(=O)c3cc(Cl)ccc3Cl)CC2)CC1
→ -6.3	-22.6	-1.2	-7.5	0.8	3.8	0.5	-6.8	-5.8
COC(C)(C)[C@@H](O)COc1c2ccoc2cc2oc(=O)ccc12
→ 2.4	·	·	-4.8	2.1	·	·	·	1.8
Cc1ccc(NC(=O)c2cc(S(=O)(=O)NCCC3=CCCCC3)ccc2F)cc1
→ 0.8	-15.5	-3.1	-6.6	0.3	-21.0	-3.6	-3.4	-1.1
Cc1ccccc1-c1nc(CS(=O)CC(=O)NC(C)CCc2ccccc2)c(C)o1 (centres undefined)
→ -10.4	-26.6	-1.2	·	0.3	10.0	-2.1	-9.6	0.9
O=C(NCc1ccccn1)c1cccc(S(=O)(=O)N2CCc3ccccc32)c1
→ -12.6	·	·	-7.0	-8.8	·	·	·	-0.2
Cc1nc(NS(=O)(=O)c2ccccc2)sc1NC(=O)OC(C)C
→ -9.2	4.5	-0.6	-0.6	1.3	4.6	0.5	9.2	-0.9

Order of values: CRFR2-BP antag	p-CIP stab down	IMP-1 inh	GalR3 antag	IDE cell activ	SUMO HTRF inh	VIM-2 inhibitor	NS3 helicase inh	IDE inh
COc1ccc2c(c1)CCC1=C2NC(=S)NC1c1ccc(N(C)C)cc1 (centres undefined)
→ 1.1	4.4	-3.0	-4.8	-6.5	7.9	-5.8	27.9	2.0
CCc1nnc(NC(=O)CCN2C(=O)/C(=C/c3cc(OC)c(OC)c(OC)c3)SC2=S)s1
→ -10.9	-17.1	-1.1	-3.1	-4.8	15.0	-0.1	7.9	7.1
Cc1nn(C)c(C)c1S(=O)(=O)N(CC(=O)NC1CCCCCC1)c1ccc(C(C)C)cc1
→ -31.6	-12.1	-3.2	-1.4	7.2	9.1	-0.7	2.8	2.2
O=C(C1=C(O)C(=O)N(c2nccs2)C1c1ccccc1)c1cc2ccccc2o1 (centres undefined)
→ -100.2	-11.3	1.6	-4.1	8.2	7.0	-0.2	7.8	-9.5
COc1cccc(Cn2cccc(NC(=O)NCc3ccccc3)c2=O)c1
→ 15.1	-15.8	-4.1	-8.4	3.2	14.5	-2.5	1.4	10.2
CCn1ncc(S(=O)(=O)Nc2cc(Cl)ccc2C)c1C
→ -12.2	19.1	-3.0	-4.1	-1.8	-12.9	-1.4	-0.3	4.0
Cc1cnc(C(=O)OCC(=O)Nc2ccc(OCc3ccccc3)cc2)cn1
→ -0.5	·	·	-5.5	-0.7	·	·	·	-1.2
COc1ccc(NC(=S)Nc2ccccc2)cn1
→ -0.8	6.3	-1.8	-6.1	6.4	-3.6	-1.1	3.5	2.6
CCc1cccc(NC(=O)C2CCCN(S(=O)(=O)c3cccs3)C2)c1 (centres undefined)
→ -2.4	-5.7	-0.9	-11.2	-0.4	-18.4	-1.6	-6.2	1.5
c1ccc(Cc2nn3c(Cn4nnc5ccccc54)nnc3s2)cc1
→ 3.8	-13.5	-3.2	-2.5	-5.0	-18.2	-2.5	-2.3	-4.5
COc1cc(CN2CCN(CCCc3ccccc3)C(CCO)C2)cc(OC)c1O (centres undefined)
→ 2.8	3.3	-2.7	-1.7	0.1	0.2	-2.4	-18.8	-3.8
Cc1ccnc(N2CCC(C(=O)Nc3cccc(C(F)(F)F)c3)CC2)n1
→ 17.1	-1.6	-2.9	-5.1	4.9	0.6	-0.5	-4.7	-6.1
O=C(OCC(=O)N1CCN(C(=O)c2ccco2)CC1)c1cc(-c2ccccc2)nc2ccccc12
→ -1.7	-0.6	0.4	-3.7	-4.8	4.8	11.3*	-20.1	-1.4
CS(=O)(=O)c1ccc(C(=O)NNC(=O)c2cccs2)cc1
→ 1.8	·	·	4.3	9.2	·	·	·	-5.7
CC/C(=N\NS(C)(=O)=O)c1ccccc1
→ -1.9	-3.7	-2.8	-4.1	·	-3.7	-5.9	-5.6	5.5
Cc1cc(NC(=O)CSc2nc(C)c(C)c(=O)[nH]2)no1
→ 9.4	·	·	-1.7	-3.7	·	·	·	1.0
CCOC(=O)c1nn(-c2ccc(Br)cc2)cc1C(=O)c1cccc2ccccc12
→ -2.7	-2.6	-2.5	-6.4	5.8	-10.5	-1.8	-0.2	0.4

Assay outcomes deposited in PubChem by several laboratories.
